HMGR II inh = inhibitors of class II HMG-CoA reductase from Enterococcus faecalis | purified E. faecalis HMGR, NADPH absorbance 340 nm kinetic | AID 1066 | 190,000 compounds, 0.41% hits | inhibition, % at 10 µM;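 active means inhibition above a set limit, the median over all tested compounds plus 3 SD, cut at about 9.5% in these data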;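 further: enzyme runs in reverse so mevalonate oxidation gives rising NADPH absorbance; 0% = complete reaction with DMSO and 100% = background rate lacking mevalonate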
NF-kB neuron act = raises NF-kB expression in human neuronal cells | fold change at 12.5 µM | AID 1239 | 190,000 compounds, 1.6% hits | NF-kB reporter expression; active compounds read high; in the data active means fold change above about 3.3
STAT1 activator = increases IFN-gamma driven STAT1 reporter signal; NIH 3T3 STAT1-luciferase reporter, luminescence; 100% = IFN-gamma alone, no compound; activation (% of control), % at 5.5 µM; 200,000 compounds, 2.6% hits; AID 932;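 active means activation above the screen-wide mean activation plus 3 SD, cut at about 130% in these data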;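 further: raw ratio to IFN-gamma control signal so 100% means no change and 0% no light; values of inactives mirror those of a sister screen read the other way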
APP transl inh = APP translation inhibition; 190,000 compounds, 0.82% hits; inhibition, % at 2 µM; SH-SY5Y APP 5'UTR-luciferase reporter, luminescence;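 active means inhibition above a set limit, derived from the sample mean plus 3 SD, cut at about 45% in these data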; further: values of inactives mirror those of a sister screen read the other way
G6PDH CS = inhibits Leuconostoc G6PDH, flagging false hits in G6PDH-based assays; 200,000 compounds, 0.12% hits; Purified L. mesenteroides G6PDH, diaphorase/resazurin coupled fluorescence, 45 min; AID 1020; inhibition, % at 5 µM; in the data active means inhibition above about 50%
FLuc stim CS = firefly luciferase counter-screen for stimulation assays; ATPlite luciferase biochemical, luminescence, 10 min; 0 = ATP-free wells, 1 = DMSO control; activation factor at 10 µM; 200,000 tested, under 10 active;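 active means luciferase activation factor, scaled between plate controls, of at least 2 with compound at 10 µM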
Target sequence (P08659 whole entry, looked up): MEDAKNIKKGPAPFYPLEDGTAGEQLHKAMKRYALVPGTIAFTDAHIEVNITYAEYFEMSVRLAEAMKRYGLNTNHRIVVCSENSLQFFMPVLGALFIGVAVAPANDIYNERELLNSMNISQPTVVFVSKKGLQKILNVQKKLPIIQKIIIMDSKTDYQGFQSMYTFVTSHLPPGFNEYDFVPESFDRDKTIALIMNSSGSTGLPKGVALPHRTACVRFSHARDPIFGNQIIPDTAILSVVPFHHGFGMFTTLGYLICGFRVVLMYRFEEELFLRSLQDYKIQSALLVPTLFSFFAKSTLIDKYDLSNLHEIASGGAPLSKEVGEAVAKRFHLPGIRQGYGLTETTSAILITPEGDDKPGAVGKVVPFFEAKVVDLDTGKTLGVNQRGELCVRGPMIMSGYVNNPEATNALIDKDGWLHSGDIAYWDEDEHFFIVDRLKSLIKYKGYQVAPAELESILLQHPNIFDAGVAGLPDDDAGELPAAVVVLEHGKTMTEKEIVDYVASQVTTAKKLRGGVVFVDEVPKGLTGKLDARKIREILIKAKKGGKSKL
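Material: Luciferase/luciferin reagent mix | Doses: Test compounds dosed from 2 mM stocks in 100% DMSO | Timing: 10 min incubation after luciferase reagent addition, room temperature | Measured by: Luminescence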
DTT redox prof = compounds producing H2O2 with reducing agent – biochemical, NIH compound library profiling, artefact control for MLSCN library redox annotation, primary screen; DTT-dependent redox cycling H2O2, phenol red/HRP absorbance; 100% = 100 µM peroxide control, 0% = buffer; activation, % at 10 µM; 200,000 compounds, 0.03% hits;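 active means activation of at least 50% relative to the plate's high and low controls in the primary single-dose screen; inactive means activation below 50%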;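 further: compound incubated with DTT at 0.8 mM final as the reducing agent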
FLuc inh counter = inhibits firefly luciferase, flagging false hits in luciferase inhibition screens. ATPLite firefly luciferase biochemical luminescence, 10 min. inhibition, % at 10 µM. 200,000 compounds, 1.5% hits;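 active means inhibition above about 50% when tested at 10 µM, limit read from the data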
Hsp70 act = switches on Hsp70 transcription. HeLa Hsp70 promoter luciferase reporter, luminescence; scaled: vehicle 0, proteasome-inhibitor control 100%. activation, % at 10 µM. 200,000 compounds, 0.04% hits. AID 1203;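 active means activation above the mean across all tested compounds plus 3 SD, cutoff set per campaign, cut at about 5.5% in these data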;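 further: 100% = MG132 at 30 µM as the positive control and 0% = DMSO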
APP 5'UTR act = APP 5'UTR luciferase reporter activation. 190,000 compounds, 1% hits. activation, % at 2 µM. SH-SY5Y APP 5'UTR luciferase reporter, luminescence; zero percent = DMSO vehicle wells;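 active means activation above a set limit, based on mean plus 3 SD of controls, cut at about 140% in these data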; further: values of inactives mirror those of a sister screen read the other way
Active calls of the source: *.

SMILES	HMGR II inh	NF-kB neuron act	STAT1 activator	APP transl inh	G6PDH CS	FLuc stim CS	DTT redox prof	FLuc inh counter	Hsp70 act	APP 5'UTR act
CC(=O)C1=C(C)N(Cc2ccco2)C(=O)C1(NC(=O)C1CCCCC1)C(F)(F)F (configuration not stated)	-3	0.85	94	-5	6	1	-0.3	4	0.6	5
CCOC(=O)/C(=C/C=C1\Sc2cc(OCC)c(OCC)cc2N1CC)C(C)=O	-1	0.42	99	-2	-3	1	-0.6	0	-0.2	2
O=C(OCCC1Oc2cccnc2NC1=O)c1ccc(F)cc1 (configuration not stated)	2	1.3	95	-6	-5	1	0.0	-1	-0.4	6
CC1CC(C)CN(Cc2nc(N)nc(Nc3ccccc3)n2)C1 (configuration not stated)	-3	0.89	100	-12	10	1.1	0.0	-7	0.0	12
COCC(=O)Nc1nc2ccc(S(C)(=O)=O)cc2s1	1	1.4	123	-11	10	1	0.1	4	-0.1	11
Cc1cccc(C(=O)N/N=C/c2ccc3c(c2)OCO3)n1	0	1.4	100	6	5	0.9	9.3	8	0.1	-6
Oc1c(Cl)cc(Cl)c2cccnc12	-2	1.1	106	5	30	1.1	-1.2	-5	0.0	-5
Cc1ccc(NC2=NCC(=O)N2Cc2ccc3c(c2)OCO3)cc1	-4	0.97	102	-16	-1	1	0.0	-2	-0.2	44
Cc1ccc2nc(SC(C(=O)Nc3ccc(F)cc3)c3ccccc3)[nH]c2c1 (configuration not stated)	-1	1.3	91	-2	-8	1	-0.1	0	-0.2	2
COc1cc(CC(=O)OCC(=O)NC2CC2)cc(OC)c1OC	3	1.1	101	-13	14	1	13	1	-0.3	13
O=C(/C(=N\Nc1ccc(Br)cc1)Sc1nnnn1-c1ccccc1)c1ccccc1	0	0.94	99	-12	7	1.1	0.7	-7	-0.4	13
COCc1cc(/C=N\NC(=O)Cc2ccc(Cl)cc2)ccc1OC	0	1.2	110	11	2	1.1	-0.2	-5	-0.5	-11
CC(SCCc1ccccn1)C(=O)O (configuration not stated)	0	1.2	95	24	-3	1.1	0.3	-5	-0.3	-5
COc1cccc(NC(=O)c2ccco2)c1	0	1.5	110	-6	6	0.9	0.6	8	-0.2	7
COc1ccccc1C(=O)NNC(=O)c1cccc(Cl)c1	-6	3.6*	127	-142	7	0.6	-0.2	38	0.1	142*
CC(C)[C@H](NC(=O)c1ccco1)C(=O)OCC(=O)N1CCc2ccccc21	0	1.4	109	10	4	1	0.0	-2	-0.3	-10
CC(=O)Nc1ccc(S(=O)(=O)NCCC(=O)NCCc2ccc(F)cc2)cc1	-4	1.1	105	-4	5	1.1	1.6	-13	0.1	4
CC(=O)c1cccc(NC(=O)N2CCCC2C(=O)Nc2c(C)cccc2C)c1 (configuration not stated)	3	1	93	-6	11	1	-0.5	-4	-0.2	6
Clc1ccccc1OCCn1cnc2ccccc21	-7	1.6	110	-19	7	1.1	-2.5	-5	-0.3	19
O=C(CN1C(=O)c2ccccc2C1=O)NCC1CCCO1 (configuration not stated)	0	1.1	106	-17	-6	1.1	-0.7	-5	-0.1	17
Cc1ccc(NC(=S)/C(=C(\[O-])c2ccc(F)cc2)[n+]2ccccc2)cc1	-1	0.95	105	-5	1	1	-0.1	-5	0.1	5
NC(=O)CSc1nnc(-c2ccccc2Br)n1-c1cccc(C(F)(F)F)c1	0	0.88	94	2	13	1	-0.1	-5	0.2	-2
CCOc1cc2[nH]c(=O)n(Cc3ccc(C(=O)NCCCN4CCC(C)CC4)cc3)c(=O)c2cc1OCC	-3	0.99	103	-4	10	1.1	0.0	-7	0.1	4
COc1ccc(S(=O)(=O)N2CCOCC2)cc1NC(=O)c1ccc2c(c1)OCCO2	-8	0.81	104	12	6	1.1	-1.3	-8	-0.1	-12
CC1Cc2ccccc2N1CC(=O)NC(c1ccccc1)c1ccccc1 (configuration not stated)	3	1.1	90	4	0	1	-0.6	-5	-0.2	-4

(next part)
SMILES	HMGR II inh	NF-kB neuron act	STAT1 activator	APP transl inh	G6PDH CS	FLuc stim CS	DTT redox prof	FLuc inh counter	Hsp70 act	APP 5'UTR act
CCc1cccc(C)c1NC(=S)N(CCN(C)C)Cc1cccs1	-9	1.1	106	-33	7	1.1	-0.8	-6	-0.1	33
COc1ccc(-c2nnc(SCC(=O)c3ccco3)n2-c2ccccc2)cc1	-10	0.91	93	-6	5	1.1	0.0	-5	-0.4	6
CCCC(=O)Nc1ccc(Cl)c(NC(=O)CC)c1	-1	1.6	99	-6	3	1	1.5	-4	0.3	7
COC(=O)c1sc(S(=O)(=O)N2CCN(CCO)CC2)c(C(=O)OC)c1C	4	1	98	3	2	1	0.5	-5	-0.3	-3
Cc1cc(C)c2cc(CN(Cc3nnnn3C3CCCCC3)CC3CCCO3)c(=O)[nH]c2c1 (configuration not stated)	-4	0.76	104	2	14	1.1	-1.0	-6	-0.4	-2
Cc1ccc(S(=O)(=O)N2CCOCC(=O)NCCOCCNC(=O)COCC2)cc1	-2	1.1	106	-9	-1	1	-2.5	-2	-0.2	9
Cc1ccc(-c2nnc3sc(-c4ccncc4)nn23)cc1	-3	0.63	112	21	3	1	0.6	-2	0.0	-21
C/C(CC1(O)/C(=N/O)CCc2nonc21)=N\O (configuration not stated)	1	0.88	103	10	-4	1	2.1	-5	-0.2	-10
O=C(CCc1nc2ccccc2c(=O)[nH]1)OCCOc1ccc(Cl)cc1	0	1.2	95	9	15	1	-2.1	-4	0.0	-9
COc1ccc(CCNC(=O)c2ccc(CN3CCC(Cc4ccccc4)CC3)cc2)cc1	-4	0.92	106	4	1	1.1	0.6	-5	-0.3	-4
Cc1ccc(S(=O)(=O)Cn2nnnc2CN2CCCC3(CCCCC3)C2)cc1	-2	0.79	103	-6	10	1.1	-0.3	-7	-0.5	6
O=C(CN1C(=O)c2ccccc2C1=O)Nc1ccccc1C(=O)NC1CCCCCC1	-6	1.2	109	11	4	1.1	-0.3	-10	-0.2	-11
Cc1cccc(NC(=O)N2CCN(Cc3ccc(Cl)cc3)CC2)c1	0	0.94	96	-12	2	1.1	-0.3	-6	-0.1	11
CC(Cl)C(=O)Nc1cc(C(F)(F)F)ccc1N1CCOCC1 (configuration not stated)	-1	1.2	94	-12	3	1	-0.4	-5	-0.2	12
CCCc1nn(C)c(C(=O)Nc2ccc(C(C)(C)C)cc2)c1Cl	-1	1	99	-15	4	1	-0.3	-5	-0.3	15
COC(=O)Nc1nn(-c2ccc(C)cc2)c(=O)c(C#N)c1C	-3	1.3	105	-12	2	1	0.2	2	-0.2	12
CCOC(=O)c1ccc(NC(=O)NC2CCN(CC(=O)NCc3ccc4c(c3)OCO4)CC2)cc1	-3	0.92	108	-13	2	1	2.1	-1	-0.1	13
COCCNC(=O)c1ccc(CS(=O)(=O)c2ccc(OC)cc2)o1	-6	0.96	94	1	-1	1	-0.5	0	0.1	-1
Cc1nn(C)c(C)c1CNC(=O)Nc1cccc(Cl)c1	-6	4.6*	124	-32	6	0.8	-0.4	17	0.8	32
Cc1ccc(-c2nn(-c3cccc(F)c3)cc2CN(Cc2nccn2C)C(C)C)o1	-6	1.2	98	-9	15	1	-1.0	-2	-0.4	9
CCCOc1ccc(N2C(=O)CC(S/C(N)=N/N=C(\C)c3cccs3)C2=O)cc1 (configuration not stated)	-3	0.85	96	-10	6	1.1	-1.5	-8	0.0	10
CCc1cccc(CC)c1NC(=O)c1cc(CN2C(=O)c3ccccc3C2=O)ccc1OC	-6	0.69	104	-8	-1	1	-0.7	-2	-0.3	8
O=C(CSc1ccc2ccccc2n1)NCCC1=CCCCC1	-2	0.81	107	-1	-3	1	0.4	-2	-0.2	1
CCN(CC)CCN(CC(=O)N(C1CCCCC1)C1CCCCC1)C(=O)c1ccco1	4	1.6	94	4	1	1	0.1	-5	-0.2	-4
CCN(CC)C(=O)C1CCCN(Cc2nc(-c3cnccn3)no2)C1 (configuration not stated)	2	0.87	99	-1	4	1	0.2	-1	0.2	1

Further structures
SMILES	HMGR II inh	NF-kB neuron act	STAT1 activator	APP transl inh	G6PDH CS	FLuc stim CS	DTT redox prof	FLuc inh counter	Hsp70 act	APP 5'UTR act
COC(=O)c1sccc1NC(=O)c1ccc(OC)cc1	2	1.3	101	6	5	0.9	2.2	6	0.0	-6
CCCC(=O)OCCn1c(Br)nc2c1c(=O)[nH]c(=O)n2C	-3	1	106	5	-2	1	0.7	-4	-0.2	-5
C=C(C)c1cccc(C(C)(C)NC(=O)N2CCN(CC)CC2)c1	4	0.95	101	-24	12	1.1	0.4	-9	-0.1	24
Cc1ccccc1Nc1sc(C(=O)Nc2cccc(Cl)c2)c(N)c1C(N)=O	3	0.79	104	8	-24	1	0.4	0	-0.3	-8
c1ccc(Nc2cc(Nc3ccccc3)[nH]n2)cc1	-4	1.2	120	5	0	1	-1.0	2	0.1	-5
COc1ccc(NC(=O)CSc2nnc(CNC(=O)c3ccco3)o2)c(OC)c1	1	1.3	96	-3	3	1	-0.3	-1	-0.3	3
O=C(c1ccc2c(c1)OCO2)N1CCN(c2ccccc2)CC1	2	1.2	98	-17	7	1	0.3	1	-0.2	17
CC(=O)N/C(=C/c1ccc2c(c1)OCO2)C(=O)NCCCO	-1	1.5	101	-34	4	1	-7.3	-4	0.0	34
Cc1ccccc1NS(=O)(=O)c1ccc(C)c(NS(C)(=O)=O)c1C	0	0.89	104	0	1	1.1	-0.4	-7	0.0	0
CCNc1nc(SC)nc(N(C#N)CC(=O)OC)n1	-5	1.1	105	-23	14	1.1	-1.9	-5	-0.3	23
COC(=O)c1ccc(Cn2cnc3c(cnn3-c3ccc(Cl)cc3)c2=O)o1	-6	1.2	103	20	6	1.1	0.3	-9	-0.6	-20
C[C@@H](O)C1NC(=O)[C@H](CCCCN)NC(=O)c2cc([N+](=O)[O-])cc(I)c2OCC[C@@H](C(N)=O)NC1=O (some centres not stated)	-14	2	104	-10	12	1.1	0.4	-6	0.0	10
COCCN(C(=O)CNC(=O)c1ccco1)C(C(=O)NC1CCCC1)c1cccs1 (configuration not stated)	-7	0.98	100	-3	4	1	0.2	-4	-0.2	3
Cc1cc(Br)c(NC(=O)c2ccccc2[N+](=O)[O-])cc1C	-3	1.2	96	-4	4	1.1	-0.5	-7	-0.4	4
CCNC(=O)C12CCC(C)(c3nc4cc(C)c(C)cc4nc31)C2(C)C (configuration not stated)	-4	0.9	102	-18	3	1	0.8	-4	-0.3	18
CCOC(=O)c1ccc(Oc2nc(NC(C)(C)C)nc(N(C)C)n2)cc1	0	0.76	94	4	-2	1	0.1	1	-0.3	-4
CC(=O)c1ccc(N2CCN(C(=S)Nc3cc(C)ccc3C)CC2)cc1	-6	1	106	11	-42	1	0.4	-2	0.1	-11

Rewritten with values under each structure: entries from further up
Second line of a record – HMGR II inh | NF-kB neuron act | STAT1 activator | APP transl inh | G6PDH CS | FLuc stim CS | DTT redox prof | FLuc inh counter | Hsp70 act | APP 5'UTR act
Cc1ccccc1Nc1sc(C(=O)Nc2cccc(Cl)c2)c(N)c1C(N)=O
 : 3 | 0.79 | 104 | 8 | -24 | 1 | 0.4 | 0 | -0.3 | -8
CCCC(=O)Nc1ccc(Cl)c(NC(=O)CC)c1
 : -1 | 1.6 | 99 | -6 | 3 | 1 | 1.5 | -4 | 0.3 | 7
CC1Cc2ccccc2N1CC(=O)NC(c1ccccc1)c1ccccc1 (configuration not stated)
 : 3 | 1.1 | 90 | 4 | 0 | 1 | -0.6 | -5 | -0.2 | -4

Screening data deposited in PubChem BioAssay by several laboratories.

The order is random; any-hit rate near 5.3%.
